Bioassay records from PubChem BioAssay.
mHtt clearance: mutant huntingtin protein clearance; HeLa Exon1htt(103Q)mCFP, aggregate imaging; zero = plate's median compound well; AID 853; 0.42% of 47,000 active; inhibition, % at 1.5 µM;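 active = inhibition of aggregate fluorescence above about 70%, also judged a hit by eye on the cell image, limit read from the data, passing the limit was not always enough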;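 note: cells exposed to compound for three days before fixation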
mHtt clearance grain fraction: second read-out of mHtt clearance, no call of its own (marks repeat the call); fraction fluorescence in grains; measured here: aggregate grain fluorescence fraction; stronger effect = lower value;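 scaled fraction of total cell fluorescence in grains with unit not stated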
An asterisk follows results filed as active. These rows are one share of the data; rates above refer to the full screens.

structure,mHtt clearance grain fraction,mHtt clearance
CC1(C)Cc2c(cnn2-c2ccccc2)C(=O)/C1=N\NC(=O)c1ccccc1,21,8
CS(=O)(=O)N(Cc1ccccc1)c1ccc(C(=O)N2CCOCC2)cc1,24,-26
CCN(CC(=O)NC(=O)NCc1ccco1)Cc1nc2ccccc2c(=O)[nH]1,18,-8
COc1cccc2cc(C(=O)C3=C(O)C(=O)N(CCCN4CCOCC4)C3c3ccncc3)oc12 (stereo not drawn),34,-74
O=C(Cc1ccc(S(=O)(=O)N2CCCC2)s1)N1CCOCC1,56,-62
COc1cccc(Nc2nnc(SCn3nnc4ccccc4c3=O)s2)c1,19,4
COC(=O)c1ccc(NC(=O)CSc2nccn2CCc2ccccc2)cc1,39,-68
CCOC(=O)N1CCC(N2C(=O)c3ccccc3C2Nc2ccc(C)cc2)CC1 (stereo not drawn),51,-53
Cn1c(C(=O)Nc2ccccc2)cc2sccc21,44,-10
Cc1cccc(OCC(=O)Nc2cc(C)ccc2O)c1,2.5*,85*
Cc1cccc(Oc2ncc(-c3ccc(Cl)cc3)cn2)c1C,47,-26
COC(=O)Nc1ccc2c(c1)N(C(=O)CCN1CCOCC1)c1ccccc1S2,22,-20
COC(=O)CSc1nsc(SCC(=O)OC)n1,35,-6
CCOc1ccc(C=NC23CN4CN(CN(C4)C2)C3)cc1,51,-43
CC(=O)c1cc(Cc2csc(C(C)=O)c2)cs1,31,30
CCOc1cccc(NC(=O)C2CC(=O)N(C)C(=Nc3cccc(F)c3)S2)c1 (stereo not drawn),38,-6
O=C(O)c1cc2n(n1)C(C(F)(F)F)CC(c1ccco1)N2 (stereo not drawn),29,-56
O=c1/c(=C/c2ccccn2)sc2nc3ccccc3n12,35,12
COc1ccc(C)cc1S(=O)(=O)Nc1cccc(Cl)c1,37,-74
Cn1c(=O)[nH]c2sc3c(c2c1=O)CC(C)(C)OC3,19,32
CCC(c1nnnn1C1CCCC1)N1CCN(c2ccccc2F)CC1 (stereo not drawn),28,19
COc1ccc(Oc2nnc(-c3ccc(C)cc3)c3ccccc23)cc1,27,20
CC(C)(C)C(=O)Nc1sc2c(c1-c1nc3ccccc3[nH]1)CCCC2,22,44
CCn1ncc(CN2CCN(C(=O)Nc3ccccc3C(=O)OC)CC2)c1C,29,-42
CC1(C)CC(=O)C=C(NCCCN2CCCC2=O)C1,28,-65
COC(=O)C(Cc1cncn1COCc1ccccc1)NC(=O)OC(C)(C)C (stereo not drawn),26,22
COc1ccc(N(C(=O)Cc2cccs2)C(C(=O)NC2CCCCC2)c2cccn2C)cc1OC (stereo not drawn),1.1*,94*
NS(=O)(=O)c1ccc(CCNc2nc(CN3CCCCC3)nc3sc4c(c23)CCC4)cc1,37,1
Cn1c(N)c(C#N)c2c(c1=S)CSC(C)(C)C2,40,7
CCOCCCN(CCC#N)S(=O)(=O)c1ccc(S(=O)(=O)N2CCCC2)cc1,27,26

By substructure, those above with an NH in an aromatic ring (three)
structure,mHtt clearance grain fraction,mHtt clearance
CCN(CC(=O)NC(=O)NCc1ccco1)Cc1nc2ccccc2c(=O)[nH]1,18,-8
Cn1c(=O)[nH]c2sc3c(c2c1=O)CC(C)(C)OC3,19,32
CC(C)(C)C(=O)Nc1sc2c(c1-c1nc3ccccc3[nH]1)CCCC2,22,44

(further entries)
structure,mHtt clearance grain fraction,mHtt clearance
O=C(CCS(=O)(=O)c1ccc(Br)cc1)NC1CCCC1,99,-221
Cc1ccnc(SCC(=O)O)n1,34,16
CN(Cc1ccccc1)c1nc2c(c(=O)[nH]c(=O)n2C)n1CCOc1ccccc1,20,51
COc1c(S(=O)(=O)N2CCCCC2)ccc2c(S(=O)(=O)N3CCCCC3)cccc12,13,27
Cc1ccc(N2C(=O)CC3(CC4C=CC3C4)C2=O)cc1 (stereo not drawn),64,-50
COc1cc2c(cc1NC(=O)CC1SC(N3CCCC3)=NC1=O)oc1ccccc12 (stereo not drawn),5.7,68
CCOC(=O)c1ccc(NS(=O)(=O)c2c(C)n(C)c(=O)n(C)c2=O)cc1,31,8
Cc1noc(C)c1COC(=O)CCN1c2ccccc2Sc2ccccc21,17,22
O=C(Nn1cnc2ccccc2c1=O)C1CCCCC1,45,-14
CCOc1ccc(CCNC(=O)CCn2cccc2)cc1OCC,41,-6
O=C(COc1cc(Cl)c(Cl)cc1Cl)Nn1cnnc1,33,-75
Cc1cc(SCC(=O)c2cc3ccccc3o2)nc2ccccc12,17,57
c1ccc(CNc2nc3ccccc3n3cnnc23)cc1,33,20
CN1CCN(c2ccccc2NC(=O)C(Cc2ccccc2)n2cccc2)CC1 (stereo not drawn),65,-103
CCOc1ccc(OCc2ccc(C(=O)Nc3cccnc3)o2)cc1,71,-63
O=C(Nc1sc2c(c1-c1nc3ccccc3[nH]1)CCCC2)C1CCCC1,18,57
CC(=O)OC(C)(CCC(C)(OC(C)=O)C(C)=O)C(C)=O (stereo not drawn),47,-21
CNC(=O)CN(c1cc(C)ccc1C)S(C)(=O)=O,8.8,53
O=[N+]([O-])/C=C/c1c(OCc2ccccc2)ccc2ccccc12,20,-3
CCOC(=O)CCn1c(CC(=O)OCC)nc2ccccc21,17,55
CC(C)(C)c1cc(CN2CCN(CCO)CC2)cc(C(C)(C)C)c1O,32,-62
Cn1nnnc1SCC(=O)N1CCN(Cc2ccccc2)CC1,29,26
O=C(O)CC(C(=O)Nc1cccc(C(F)(F)F)c1)C1CCCO1 (stereo not drawn),26,-32
CC(=O)c1cccc(NC(=O)CN2C(=O)NC3(CCCCCCC3)C2=O)c1,23,-30
Cn1ncc(Cl)c1C(=O)Nc1ccc(Cl)cn1,12,25
FC(F)(F)c1nnc2ccc(NCn3nnc4ccccc43)nn12,37,21
O=C(Oc1ccc(-c2nccc(-c3ccccn3)n2)cc1)c1cccc(C(F)(F)F)c1,32,16
Cn1c(Cc2ccccc2)nnc1SCC(=O)Nc1ccc2c(c1)OCO2,68,-231
CCc1ccc(C2CC(=O)N3CN(c4ccccc4)CSC3=C2C#N)cc1 (stereo not drawn),23,53
Cc1ccc2nc3c(c(N)c2c1)CCN3c1ccccc1,38,-28
COc1ccc(-n2cnnc2SCC(=O)c2cc(C)n(Cc3cccs3)c2C)cc1,14,35
CCOC(=O)CCC(=O)N1CCOCCOCCN(C(=O)CCC(=O)OCC)CCOCC1,18,19
CNC(=O)NC1CCCCc2sccc21 (stereo not drawn),16,12
O=C1Nc2ccccc2C12NCCc1c2[nH]c2ccccc12 (stereo not drawn),22,21
CCCNC(=O)CC(NS(=O)(=O)c1ccc(Cl)cc1)c1ccco1 (stereo not drawn),21,42
O=C(Nc1ccc2c(c1)OCO2)C1COc2ccccc2O1 (stereo not drawn),49,-36
O=C(CN1C2CCC1CC(NC(=O)NC1CCCCC1)C2)NC1CC1 (stereo not drawn),21,2
O=C(NCc1ccccc1)NC(=O)c1ccncc1,16,26
CCCc1cc(C(=O)Nc2ccc(F)cc2F)no1,79,-74
CCS(=O)(=O)c1ccc2oc(SCC(=O)NC3CCCC(C)C3C)nc2c1 (stereo not drawn),37,2
O=C1NCCN1C(=O)c1ccccc1F,49,-15
CCCCOC(=O)CSCC(=O)Nc1cc(C)on1,53,-45
CCCS(=O)(=O)N1CCC(C(=O)NCc2cccnc2)CC1,10,67
COc1ccc(-n2ncc3c(=O)n(CC(=O)N4CCCc5ccccc54)cnc32)cc1,48,-18
C/C(=N/NC(=O)c1cccc(C)c1)c1c(O)cc(C)oc1=O,21,-10
CCC(C(=O)NC1CCCC1)N(C(=O)Cn1nnc(-c2ccc(C)cc2)n1)C1CCCC1 (stereo not drawn),10,45
CCC(=O)Nc1cccc(Br)c1,32,-79
Cc1c(C#N)c2ncn(Cc3ccccc3)c(=O)c2n1-c1ccccc1,8.7,57
Cc1ccccc1Cn1cnc2c(cnn2C(C)(C)C)c1=O,51,-38
Cc1cc(=O)oc(C)c1C(=O)NCCC1=CCCCC1,22,-16
O=S(=O)(NCCOCC(F)(F)F)c1ccc2oc3ccccc3c2c1,55,-47
c1ccc(-n2nnnc2Oc2ccc(-c3nnco3)cc2)cc1,39,-16
COc1ccc(N2CSC3=C(C#N)C(c4cccc(OC)c4OC)CC(=O)N3C2)cc1 (stereo not drawn),38,24
COc1ccc(S(=O)(=O)Nc2ccccn2)c(C)c1C,31,-59
O=C(CN1CCN(c2nc(-c3ccccc3)cs2)CC1)NNC(=O)c1ccc(Br)cc1,42,-9
Cc1ccc(OCCn2cc(/C(N)=N/O)c3ccccc32)cc1C,35,8
COC(=O)C(NC(=O)c1ccccc1)c1ccccc1 (stereo not drawn),26,-42
Cc1nc2ccc(C(=O)N3CCN(c4ccccn4)CC3)cc2s1,13,25
Cc1ccc(C)c(Nc2ncnc3nc[nH]c23)c1,66,-33
CC(=O)c1cccc(NC(=O)c2cc3nc(C)cc(C)n3n2)c1,18,-8

More records
structure,mHtt clearance grain fraction,mHtt clearance
CN1C(=O)NC(NC(=O)c2ccco2)(C(F)(F)F)C1=O (stereo not drawn),39,-13
Cc1ccc(F)cc1NC(=O)C1CCCN(c2ncccn2)C1 (stereo not drawn),29,-42
O=S(=O)(NCC1CCCO1)c1cc(Cl)ccc1Br (stereo not drawn),14,30
COc1cccc(OCCCN2CCCCC2)c1,25,-21
CC(c1ccccc1)n1c(-c2ccncc2)n[nH]c1=S (stereo not drawn),17,-2
CCc1nc(SCC(=O)NCC2CCCO2)c2oc3ccccc3c2n1 (stereo not drawn),11,45
COc1ccc(OC)c(S(=O)(=O)N2CCC(C(=O)NCC3CCCO3)CC2)c1 (stereo not drawn),26,-29
Cc1ccc(C(C(=O)NC(C)(C)C)N(C(=O)c2csnn2)c2cccc(F)c2)o1 (stereo not drawn),44,5
N#C/C(=C\c1ccc(Cl)cc1Cl)c1n[nH]c(Cn2cncn2)n1,40,-5
COc1ccc(OCC(=O)Nc2ccc3c(c2)nc(CCN2CCOCC2)n3C)cc1,69,-101
CC(C)C(=O)N1CCN(c2ccccc2NC(=O)Cc2ccc(Cl)cc2)CC1,26,22
COc1ccc(-c2noc(CSc3nnc(CCc4ccccc4)n3-c3ccccc3)n2)cc1OC,14,27
Cc1ccc2ccc(S(=O)(=O)n3nc(C)cc3C)cc2c1,29,34
Cn1c(=O)oc2cc(S(=O)(=O)N3CCC(C(=O)N4CCc5ccccc5C4)CC3)ccc21,59,-13
C=CCn1c(N)c(C(=O)N2CCN(C)CC2)sc1=S,14,33
Cc1sc2c(c1C)c(=O)n(-c1ccccc1)c1nncn21,32,12
COc1nnc(-c2ccc(N3CCOCC3)c(NC(=O)c3ccc(C)cc3)c2)c2ccccc12,32,-8
CCOC(=O)CN(C(=O)Cn1nnc2ccccc21)C(C(=O)NCCOC)c1ccccc1C (stereo not drawn),37,-71
Cc1cc(NC(=O)COc2cccc3cccnc23)no1,16,11
O=C(NCC(c1cccnc1)N1CCN(c2ccccc2)CC1)c1ccc2c(c1)OCO2 (stereo not drawn),24,-36
Cc1ccc2cc(C#N)c(N3CCCN(S(=O)(=O)c4ccc(F)cc4)CC3)nc2c1,23,-27
Cc1ccc(C(=O)N2CCN(C(=O)N3CCOCC3)CC2)cc1,23,40
CN(CC(=O)N1CCCc2c1c(=O)oc1ccc(O)cc21)Cc1ccccc1,21,-13
COc1ccccc1C(=O)N1CC2(C)CC1CC(C)(C)C2 (stereo not drawn),23,-28
Cc1onc(-c2c(F)cccc2Cl)c1C(=O)Nc1c(C)n(C)n(-c2ccccc2)c1=O,33,12
COc1ccc(NC(=O)CSc2nc3ccccc3c(=O)n2-c2ccc3c(c2)OCO3)c(OC)c1,47,-26
CCc1ccc(-c2cn(-c3nc(C)cc(C)n3)c(=N)o2)cc1,19,38
O=C(C1CC(c2ccc(F)cc2)=NO1)N1CCCCC1 (stereo not drawn),26,-19
COc1cc(C(C(=O)NC(C)(C)C)N(Cc2ccccc2)C(=O)c2cnccn2)cc(OC)c1OC (stereo not drawn),25,32
Cn1c(NC(=O)c2ccco2)cc(=O)n(C)c1=O,42,6

2 entries from above, as labelled records.
> CCS(=O)(=O)c1ccc2oc(SCC(=O)NC3CCCC(C)C3C)nc2c1 (stereo not drawn)
  mHtt clearance grain fraction: 37	mHtt clearance: 2
> O=C1NCCN1C(=O)c1ccccc1F
  mHtt clearance grain fraction: 49	mHtt clearance: -15

More entries
structure,mHtt clearance grain fraction,mHtt clearance
O=C1NCCCc2c1oc1ccc(O)cc21,47,-44
O=S(=O)(c1ccc(Cl)cc1)n1nnc2ccccc21,39,3
O=C(c1cccc(Cl)c1)N1CCN(C(=O)c2ccco2)CC1,28,-37
Cc1c(NC(=O)/C=C/c2cn(-c3ccccc3)nc2-c2ccccc2)c(=O)n(-c2ccccc2)n1C,42,-37
Cc1ccccc1-c1nc(CN2CCCC(C(=O)NCCCN3CCOCC3)C2)c(C)o1 (stereo not drawn),28,24
COCCn1c(=O)c2cc3c(=O)n(CCOC)c(=O)c3cc2c1=O,21,-9
